Screening data from PubChem.
PAFAH1B2 inh: blocks human PAF acetylhydrolase 1b catalytic subunit 2; P68402; inhibition, % at 3.39 µM; recombinant PAFAH1B2, FP-rhodamine activity probe, fluorescence polarization; 1.2% of 340,000 active;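 active means inhibition above the mean of all tested compounds plus 3 SD, cut at about 24% in these data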;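 further: 0% = enzyme with DMSO and 100% = wells lacking PAFAH1B2; many of its hits are not listed in these tables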
MEX-5 binding: C. elegans MEX-5 TCR-2 RNA binding activity; AID 1832; activity score (negative = inhibition of binding), % at 10 µM; MEX-5/FITC-TCR2 RNA binding, fluorescence polarization; stronger effect = lower value; 0.38% of 300,000 active; Q9XUB2;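 active means inhibition past about -25% in most replicates, and total fluorescence under double the plate's negative control median, limit read from the data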;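 further: 0% = DMSO and -100% = 5 µM competing unlabeled TCR2 RNA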
Target sequence (Q9XUB2 whole entry, looked up): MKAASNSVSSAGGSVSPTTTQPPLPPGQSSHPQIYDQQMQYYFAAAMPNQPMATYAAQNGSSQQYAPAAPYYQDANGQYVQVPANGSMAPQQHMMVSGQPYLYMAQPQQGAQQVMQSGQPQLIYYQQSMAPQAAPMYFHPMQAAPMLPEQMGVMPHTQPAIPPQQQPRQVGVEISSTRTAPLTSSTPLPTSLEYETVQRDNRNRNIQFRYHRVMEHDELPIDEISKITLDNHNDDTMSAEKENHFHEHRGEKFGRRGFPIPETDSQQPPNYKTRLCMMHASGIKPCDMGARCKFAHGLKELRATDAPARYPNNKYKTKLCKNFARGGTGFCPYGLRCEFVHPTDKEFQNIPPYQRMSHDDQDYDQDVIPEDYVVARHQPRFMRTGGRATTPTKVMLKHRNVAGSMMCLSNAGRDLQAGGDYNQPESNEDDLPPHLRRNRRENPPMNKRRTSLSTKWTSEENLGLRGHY
PME-1 primary: blocks human protein phosphatase methylesterase 1. AID 2130. inhibition, % at 5.9 µM. recombinant PME-1, FP-Rh probe fluorescence polarization. 0.53% of 320,000 active;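 active means inhibition above the campaign mean of all compounds plus 3 SD, cut at about 26% in these data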;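 further: competitive labeling of PME-1 active site by serine hydrolase directed probe; 0% = PME-1 with DMSO and 100% = wells lacking PME-1 enzyme; inhibitors block probe labeling so polarization falls and inhibition rises; many of its hits are not listed in these tables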
AHR activator: activates the human aryl hydrocarbon receptor. P35869. AHR-responsive luciferase reporter cells, luminescence. activation, % at 5 µM. 2.5% of 320,000 active. AID 2796; in the data active means activation above about 47%;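 further: 0% = vehicle wells and 100% = reference agonist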
pPAFAH inh: inhibitors of human plasma PAF acetylhydrolase (pPAFAH). AID 463082. inhibition, % at 3.39 µM. 1.5% of 330,000 active. Q13093. recombinant pPAFAH, FP-rhodamine probe fluorescence polarization;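 active means inhibition above the mean inhibition across the screen plus 3 SD, cut at about 25% in these data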;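 further: inhibitors block binding of the rhodamine activity-based probe so polarization drops; 0% = enzyme with DMSO and 100% = wells lacking pPAFAH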
BCLXL inh: blocks human Bcl-xL binding to Bim BH3 peptide; AID 2129; GST-Bcl-xL / FITC-Bim BH3 peptide fluorescence polarization; inhibition, % at 10.9 µM; Q07817; 0.7% of 320,000 active;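 active means inhibition above the mean of all tested compounds plus 3 SD, cutoff set per campaign, cut at about 30% in these data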;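 further: 0% = DMSO wells and 100% = unlabeled Bim-BH3 peptide competitor; inhibitors lower millipolarization by displacing the labeled peptide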
Target sequence (Q07817 whole entry, looked up): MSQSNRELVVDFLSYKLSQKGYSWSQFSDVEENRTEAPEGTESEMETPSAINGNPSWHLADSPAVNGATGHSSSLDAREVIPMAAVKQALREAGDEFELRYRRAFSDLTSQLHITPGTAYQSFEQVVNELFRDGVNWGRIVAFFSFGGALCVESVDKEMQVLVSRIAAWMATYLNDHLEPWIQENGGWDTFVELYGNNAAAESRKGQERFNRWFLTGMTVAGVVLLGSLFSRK
GLD-1 TGE inh: GLD-1-TGE RNA interaction inhibition (C. elegans); Q17339; purified GLD-1 + fluorescein TGE RNA, fluorescence polarization; inhibition, % at 5.96 µM; 0.44% of 320,000 active; AID 2280;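 active means percent inhibition above a per-plate cutoff, the plate mean of test compounds plus 3 SD, cut at about 30% in these data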;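 further: 0% = DMSO wells with GLD-1 and probe and 100% = wells lacking GLD-1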
MCL1-BIM inh: MCL1-BIM-BH3 interaction inhibition (human); AID 2057; inhibition, % at 10.9 µM; GST-MCL1 / FITC-Bim-BH3 fluorescence polarization; Q07820; 0.68% of 320,000 active;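 active means inhibition above the mean inhibition of all tested compounds plus 3 SD, set per campaign, cut at about 40% in these data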;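 further: 0% = DMSO wells and 100% = unlabeled Bim-BH3 peptide control; higher means more loss of mP so more displacement of Bim peptide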
Target sequence (Q07820 whole entry, looked up): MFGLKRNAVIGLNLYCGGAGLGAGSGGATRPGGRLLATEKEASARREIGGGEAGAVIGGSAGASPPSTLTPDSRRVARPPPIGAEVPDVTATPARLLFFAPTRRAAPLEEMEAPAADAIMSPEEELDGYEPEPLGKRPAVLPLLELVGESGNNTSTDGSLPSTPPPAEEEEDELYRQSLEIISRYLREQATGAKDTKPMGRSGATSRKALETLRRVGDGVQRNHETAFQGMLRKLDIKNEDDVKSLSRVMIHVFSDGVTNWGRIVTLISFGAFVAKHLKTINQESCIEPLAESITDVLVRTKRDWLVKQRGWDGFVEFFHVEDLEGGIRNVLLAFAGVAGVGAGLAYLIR
Fam108B inh: blocks mouse Fam108B hydrolase in RBBP9 counter-screen; recombinant Fam108B, FP-Rh probe fluorescence polarization; inhibition, % at 9.51 µM; 0.33% of 300,000 active; AID 1947;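 active means inhibition above the screen mean inhibition plus 3 SD, computed separately per campaign, cut at about 18% in these data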;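 further: inhibitors lower polarization as less probe binds the enzyme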
* hit, by the source's call; . = not tested or not shown. Not all compounds are listed, so the mix of outcomes need not match the whole.

1) COC(=O)c1c(NC(=O)CSc2nccn2C)sc(C)c1C
2) CCOC(=O)[C@@H]1[C@H]2COc3cc(OC)ccc3[C@@H]2N2C(=O)N(c3ccc(F)cc3)C(=O)[C@]12C
3) COc1ccc(OCC(=O)NNC(=O)c2cccnc2)cc1
4) CCOc1ccc(NC(=S)N(CCc2c(C)[nH]c3ccccc23)Cc2cccnc2)cc1
5) NS(=O)(=O)c1ccc(CCNC(=O)c2ccc(=O)[nH]c2)cc1
6) Cc1cc2ccccc2n1CCNC(=O)COc1ccc2ccccc2c1
7) CCCCN(C(C)=O)c1c(N)n(CCC)c(=O)n(CC(=O)Nc2cc(Cl)cc(Cl)c2)c1=O
8) Cc1ccc(CNC(=O)CN(C)S(=O)(=O)c2ccc3c(c2)n(C)c(=O)c(=O)n3C)cc1
Compound	1	2	3	4	5	6	7	8
PAFAH1B2 inh	-2	-3	6	3	3	10	9	-4
MEX-5 binding	-0.6	1.0	-2.5	-0.7	1.3	0.8	-1.4	-1.0
PME-1 primary	-2	1	0	3	-12	-3	0	5
AHR activator	17	-1	1	30	-2	6	1	-1
pPAFAH inh	-1	1	2	3	-4	15	2	3
BCLXL inh	0	0	-3	4	3	5	-2	1
GLD-1 TGE inh	-4	0	-11	5	9	7	3	-1
MCL1-BIM inh	-5	-8	1	6	2	3	-2	8
Fam108B inh	-3	0	0	3	-4	-2	-4	-1

9) O=C(NNC(=O)c1ccc([N+](=O)[O-])cc1)c1ccc(NS(=O)(=O)c2cccs2)cc1
10) COc1cc(C2C(C(C)=O)=C(O)C(=O)N2CCN(C)C)ccc1O (stereo unspecified)
11) CCN(CC(=O)NCc1cccs1)S(=O)(=O)c1cccc(C(C)=O)c1
12) Cc1ccccc1C(=O)Nc1ccnn1C1CCN(C(=O)C2CCOC2)CC1 (stereo unspecified)
13) Cc1ccc(SCC2CNc3nc4ccccc4c(=O)n32)c(C)c1 (stereo unspecified)
14) COc1ccc(-c2c(S(=O)(=O)c3ccccc3)cnn2-c2ccccc2)cc1
15) CCN(CCn1cccn1)C(=O)c1cc(COc2ccc(F)c(F)c2)on1
16) CCOc1ccccc1NC(=O)c1ccc(S(=O)(=O)N(C)c2ccccc2)cc1
Compound	9	10	11	12	13	14	15	16
PAFAH1B2 inh	7	1	5	0	2	0	13	9
MEX-5 binding	.	0.4	0.0	0.5	-1.1	-2.5	-2.0	.
PME-1 primary	.	6	4	-1	-2	8	1	-1
AHR activator	0	0	-3	0	9	-2	0	5
pPAFAH inh	6	-1	2	2	-3	2	5	3
BCLXL inh	.	8	7	2	4	8	2	1
GLD-1 TGE inh	8	6	2	3	6	1	9	-2
MCL1-BIM inh	.	2	7	-4	-3	10	4	4
Fam108B inh	.	1	0	0	7	9	5	.

Exported with values under each structure: five of the compounds above.
Below each compound: PAFAH1B2 inh, MEX-5 binding, PME-1 primary, AHR activator, pPAFAH inh, BCLXL inh, GLD-1 TGE inh, MCL1-BIM inh, Fam108B inh
9) O=C(NNC(=O)c1ccc([N+](=O)[O-])cc1)c1ccc(NS(=O)(=O)c2cccs2)cc1
→ 7, ., ., 0, 6, ., 8, ., .
10) COc1cc(C2C(C(C)=O)=C(O)C(=O)N2CCN(C)C)ccc1O (stereo unspecified)
→ 1, 0.4, 6, 0, -1, 8, 6, 2, 1
11) CCN(CC(=O)NCc1cccs1)S(=O)(=O)c1cccc(C(C)=O)c1
→ 5, 0.0, 4, -3, 2, 7, 2, 7, 0
12) Cc1ccccc1C(=O)Nc1ccnn1C1CCN(C(=O)C2CCOC2)CC1 (stereo unspecified)
→ 0, 0.5, -1, 0, 2, 2, 3, -4, 0
13) Cc1ccc(SCC2CNc3nc4ccccc4c(=O)n32)c(C)c1 (stereo unspecified)
→ 2, -1.1, -2, 9, -3, 4, 6, -3, 7

(next part)
17) CCCCN1C(=O)/C(=c2\sc3nc(=O)c(-c4ccccc4)nn3c2=O)c2ccccc21
18) O=C1C2(c3ccccc3)CN(CCCO)CC1(c1ccccc1)CN(CCCO)C2
19) CCn1c(SCc2c(F)cccc2Cl)nnc1-c1ccco1
20) CCN(CC)CCNC(=O)c1ccc(NC(=O)c2ccc(F)cc2)cc1
21) Cc1ccc(/C=N/Nc2ccc(C(=O)O)cc2)s1
22) CCOC(=O)CSc1cc(CS(=O)c2ccc(Cl)cc2)nc(-c2ccccc2)n1 (stereo unspecified)
23) O=C1N=c2ccccc2=C1c1sc(Nc2cccc(O)c2)nc1O
24) CC(C)(C)c1ccc(OC(=O)c2ccc3nsnc3c2)cc1
Compound	17	18	19	20	21	22	23	24
PAFAH1B2 inh	3	2	0	5	2	-1	8	5
MEX-5 binding	1.6	0.6	0.6	1.1	-2.2	1.4	-1.9	0.0
PME-1 primary	-6	-1	-2	2	-4	1	2	1
AHR activator	23	0	1	-2	-9	10	27	7
pPAFAH inh	2	6	-6	5	26*	-3	3	-1
BCLXL inh	7	4	0	3	6	3	12	2
GLD-1 TGE inh	5	7	2	-4	-2	0	8	1
MCL1-BIM inh	10	7	-1	3	0	2	14	-2
Fam108B inh	0	3	-2	-3	2	-3	0	1

25) Cc1cccc(OCC(=O)Nc2ccc(S(=O)(=O)Nc3ccccn3)cc2)c1
26) COC(=O)c1cn(NC(=O)Cn2nc([N+](=O)[O-])c(Cl)c2C)c(=O)c2ccccc12
27) C=CCN1C(=O)C(Cc2ccc(F)cc2)S/C1=N/N=C/c1cccs1 (stereo unspecified)
28) O=C(O)CSCC(=O)NCc1ccc(Cl)cc1Cl
29) Cc1ccnc(SCC(=O)c2cccc([N+](=O)[O-])c2)n1
30) O=C(NCCc1nnc2ccc(NCc3ccccc3Cl)nn12)c1ccccc1
31) COc1ccc(Cl)cc1NC(=O)CN(C)C(=O)c1ccc(COc2ccccc2)cc1
32) CCC(=O)Nc1ccc(S(=O)(=O)Nc2c(C)nc3nc[nH]n3c2=O)cc1
Compound	25	26	27	28	29	30	31	32
PAFAH1B2 inh	2	5	3	13	2	0	-2	2
MEX-5 binding	1.5	-0.8	0.2	-2.1	1.4	0.6	-2.1	-0.6
PME-1 primary	-1	-4	-5	2	-1	2	-4	0
AHR activator	-1	-1	1	-2	-3	-1	0	0
pPAFAH inh	4	1	2	0	-5	8	2	4
BCLXL inh	2	3	0	4	3	-2	2	3
GLD-1 TGE inh	2	-11	5	4	8	5	10	-2
MCL1-BIM inh	-1	4	-1	10	0	0	1	6
Fam108B inh	-1	-3	-1	0	-3	1	-1	1

33) O=c1nc2c(-c3cccc(Br)c3)n[nH]n2c2ccccc12
34) CCc1ccc(-n2nc3cc(C)c(N)cc3n2)cc1
35) Cc1ccccc1OCCn1c(=O)oc2ccccc21
36) CC(O)CSc1nc2c(c(=O)[nH]c(=O)n2C)n1Cc1ccccc1 (stereo unspecified)
37) COC(=O)c1cccc(C23CC4(C2)[C@H](CN(Cc2ccc(C(F)(F)F)cc2)[C@@H]4c2ccccc2)C3c2ccccc2)c1 (stereo partly specified)
38) Cn1c(SCc2nc3ccccc3[nH]2)nnc1-c1ccccn1
39) CCNC(=O)OCCC12CC3CC(CC(C3)C1)C2
40) CN(Cc1ccccc1)Cc1nc2c(c(=O)n(C)c(=O)n2C)n1CCCc1ccccc1
Compound	33	34	35	36	37	38	39	40
PAFAH1B2 inh	-2	9	6	-6	4	2	16	-1
MEX-5 binding	0.3	-5.7	0.7	1.9	4.4	-3.9	.	-1.5
PME-1 primary	3	3	-7	3	-7	2	-12	-1
AHR activator	13	0	2	0	1	6	2	12
pPAFAH inh	0	6	-6	1	1	5	-3	0
BCLXL inh	1	10	6	4	6	-7	3	9
GLD-1 TGE inh	1	6	0	7	-1	5	-2	0
MCL1-BIM inh	-5	15	7	3	5	-8	2	10
Fam108B inh	3	2	-3	2	-1	-3	0	4

41) COc1ccnc(Oc2ccccc2)c1C(=O)N/C=N/OCc1ccccc1F
42) COc1ccc(CCNC(=S)Nc2ccc(OC)cc2)cc1
43) O=S(=O)(NCc1cccs1)c1ccc(Br)cc1
44) O=C(NCCSc1ccccc1)c1ccccc1F
45) CC1=C(C(=O)OCC2CCCO2)C(c2ccc(C)cc2)C2=C(CCCC2=O)N1 (stereo unspecified)
46) COC(=O)c1ccccc1NC(=S)NC(=O)COc1ccc(C(C)C)cc1
47) O=C1c2ccccc2-c2nccnc21
48) CC(C)c1ccc(NC(=O)c2ccc(NS(C)(=O)=O)cc2)cc1
Compound	41	42	43	44	45	46	47	48
PAFAH1B2 inh	5	2	18	5	6	5	0	7
MEX-5 binding	0.4	-0.8	-1.7	1.3	4.3	-1.0	-1.5	-1.6
PME-1 primary	0	1	-4	1	1	-30	3	1
AHR activator	13	4	-1	-2	2	4	7	-5
pPAFAH inh	1	4	-2	1	-3	4	3	-4
BCLXL inh	-2	4	4	-4	-1	5	4	1
GLD-1 TGE inh	3	-1	4	-5	8	4	-1	-2
MCL1-BIM inh	-3	11	7	-7	7	10	7	-8
Fam108B inh	-3	5	7	0	-2	-6	2	1

49) N#CC(C#N)=C(N)CSc1cccc[n+]1[O-]
50) CCCCNC(=O)C(=O)N/N=C/c1ccc(OCc2ccccc2)cc1
51) COc1ccc(C(=O)NCCCNC(=O)c2cccnc2)cc1OC
52) COC(=O)c1ccc(C(C(=O)NCc2ccccc2)N(Cc2cccs2)C(=O)c2cnccn2)cc1 (stereo unspecified)
53) Cc1cccc(NC(=O)C2CCCN(S(=O)(=O)c3cccc4nonc34)C2)c1 (stereo unspecified)
54) COc1ccc(CN2CCN(C(=O)CCC(=O)Nc3nnc(C4CCCCC4)s3)CC2)cc1F
55) Cc1cnc(CN(C)C(=O)C2CCC(=O)N(CCc3ccccc3)C2)[nH]1 (stereo unspecified)
56) Cc1ccccc1NC(=O)CCc1c(C)nn(-c2ccc(N3CCCCC3)nn2)c1C
Compound	49	50	51	52	53	54	55	56
PAFAH1B2 inh	2	5	2	0	2	-4	-8	-3
MEX-5 binding	-4.4	0.2	1.3	-0.4	-3.1	-0.5	0.6	-1.9
PME-1 primary	3	-3	-2	3	-4	5	-4	0
AHR activator	1	1	0	-1	5	0	-2	4
pPAFAH inh	4	2	2	3	1	1	3	-4
BCLXL inh	30*	10	2	1	5	5	4	-5
GLD-1 TGE inh	16	1	-4	0	-1	-5	-3	5
MCL1-BIM inh	31	6	0	-5	2	-1	6	-8
Fam108B inh	2	-2	-2	4	-4	-2	3	1

57) COc1ccccc1NC(=O)c1ccc(-c2nn(C)c(=O)c3ccccc23)cc1
58) CC1(C)CCN2CCC(C)(C)c3c(O)ccc1c32
59) NC(=O)c1cc([N+](=O)[O-])ccc1NCC1CCCCC1
60) O=C(O)c1nnn(-c2ccc([N+](=O)[O-])cc2)c1-c1ccccc1
61) COc1ccc(NC(=O)C(=O)NCCN2CCN(C(=O)c3ccc(C(C)(C)C)cc3)CC2)cc1
62) COC(=O)c1ccc(/C=C/C(=O)OCC(=O)Nc2sccc2C(N)=O)cc1
63) COc1cccc(S(=O)(=O)NCc2ccc(C(=O)N3CCN(c4ccccc4)CC3)cc2)c1
64) COc1ccc(OC)c(-c2nc(CN3CCN(C(=O)c4ccco4)CC3)c(C)o2)c1
Compound	57	58	59	60	61	62	63	64
PAFAH1B2 inh	3	8	3	3	4	-5	-2	3
MEX-5 binding	-1.1	-15	.	.	1.4	.	0.1	0.0
PME-1 primary	-1	2	-7	-2	4	.	5	1
AHR activator	-9	-1	7	0	5	1	0	2
pPAFAH inh	0	17	8	-1	6	-3	8	3
BCLXL inh	6	141*	3	2	6	.	-6	2
GLD-1 TGE inh	0	77*	1	6	1	2	1	9
MCL1-BIM inh	-2	170*	1	3	-1	.	-2	-6
Fam108B inh	1	-2	7	-2	6	.	-1	-5
